Mito fusion yeast: mitochondrial division inhibition or fusion activation. Potency, µM (series often up to 46.1 µM), for inactives: top-dose growth rescue (activation), actives largely listed as activators. AID 485298. hit rate 0.23% among 320,000. S. cerevisiae fusion-defective mutant growth rescue, CellTiterGlo 48 h;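 also: potency is read from the fitted curve at half-maximal effect; % of control where 0% means no effect; nearly all actives have a fitted effect of over 45% in size; temperature-sensitive fusion mutants such as fzo1-1 at 37 °C on non-fermentable ethanol glycerol medium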
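Compounds are tested for their ability to restore growth of mitochondrial fusion-defective yeast strains at non-permissive 37C in YPEG medium over 48 hours. Viability is quantified by luciferase luminescence.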
ASM inhibitor: inhibitors of human secretory acid sphingomyelinase; P17405; placental ASM, HMU-PC fluorogenic substrate, 60 min; Potency, µM (series often up to 57.5 µM), for inactives: at the top dose activity change, negative = inhibition, most hits filed as inhibitors; hit rate 0.006% among 340,000; also: potency is read from the fitted curve at half-maximal effect
Target sequence (P17405 47-631 limits assumed): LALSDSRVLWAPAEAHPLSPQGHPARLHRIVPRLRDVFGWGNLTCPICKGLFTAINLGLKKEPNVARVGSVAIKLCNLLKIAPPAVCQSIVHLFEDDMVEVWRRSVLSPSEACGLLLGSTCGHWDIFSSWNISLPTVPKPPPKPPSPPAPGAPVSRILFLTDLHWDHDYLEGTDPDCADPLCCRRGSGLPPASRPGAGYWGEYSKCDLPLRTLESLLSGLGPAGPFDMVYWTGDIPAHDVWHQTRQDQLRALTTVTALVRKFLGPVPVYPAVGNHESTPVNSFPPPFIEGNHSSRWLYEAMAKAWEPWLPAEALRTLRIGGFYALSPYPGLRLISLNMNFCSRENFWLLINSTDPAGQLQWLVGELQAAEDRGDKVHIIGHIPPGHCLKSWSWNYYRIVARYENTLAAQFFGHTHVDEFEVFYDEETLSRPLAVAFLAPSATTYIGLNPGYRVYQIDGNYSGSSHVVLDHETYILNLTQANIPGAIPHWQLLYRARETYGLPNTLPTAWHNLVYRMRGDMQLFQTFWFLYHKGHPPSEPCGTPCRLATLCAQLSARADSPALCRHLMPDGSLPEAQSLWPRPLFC
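Steps: dispense placental human ASM, pin compound, wait 10 min at room temperature, add HMU-PC0 substrate at 9 uM final, incubate 60 min at 37 °C, add stop solution raising pH to 10, read fluorescence.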
A-T KAP1 phos: potential ataxia-telangiectasia treatment; […] A-T fibroblasts, KAP-1 phosphorylation AlphaLISA; neocarzinostatin DNA damage 30 min before lysis; Potency, µM (highest dose often 57.5 µM), for inactives: top-dose activation, most hits filed as activators; hit rate 0.19% among 320,000; AID 485349; also: potency is read from the fitted curve at half-maximal effect; % of control where 0% means no effect; nearly all actives have a fitted effect of over 45% in size
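ATM-like activity read as KAP-1 phosphorylation via AlphaLISA donor/acceptor antibody pairs after lysis and 6 hr at 25C. Cells were ATM-null patient fibroblasts ([…], hTERT), dosed 60 min, then exposed to the DSB inducer NCS for 30 min.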
Menin MLL FP TR: inhibitors of human menin-MLL interaction, mutant MLL peptide; O00255; Menin + Texas Red MLL mutant peptide, fluorescence polarization; Potency, µM (titrated, usually from 61.6 µM), for inactives: at the highest dose FP activity change, negative = inhibition, hits mostly inhibitors; hit rate 0.23% among 270,000; active = well fitted inhibition curve with a large enough effect in the polarisation, with a control signal flat, not every such curve was filed as active; inconclusive = small, poorly fitted or top-dose-only effect, or effect the other way, or a change in a side signal; inactive = no such curve, though single readings can be large or run the other way; the % refers to the polarisation; also: potency is read from the fitted curve at half-maximal effect; % of control where 0% means no effect; many of its hits are not listed in these tables
MBNL1 CUG block: MBNL1-poly(CUG) RNA binding inhibition; TR-FRET MBNL1-His/biotin-(CUG)12 binding, 665/545 ratio; Potency, µM (doses to about 57.5 µM), without a hit: at the highest dose activity change, negative = inhibition, hits mostly inhibitors; hit rate 0.036% among 280,000; Q9NR56; AID 2675; active = well fitted inhibition curve with a large enough effect in the signal ratio, with a control signal flat, not every such curve was filed as active; inconclusive = small, poorly fitted or top-dose-only effect, or effect the other way, or a change in a side signal; inactive = no such curve, though single readings can be large or run the other way; the % refers to the signal ratio; also: potency is read from the fitted curve at half-maximal effect; % is scaled to controls: 0 for no effect and ±100 for the full control effect
Target sequence (Q9NR56 whole entry, looked up): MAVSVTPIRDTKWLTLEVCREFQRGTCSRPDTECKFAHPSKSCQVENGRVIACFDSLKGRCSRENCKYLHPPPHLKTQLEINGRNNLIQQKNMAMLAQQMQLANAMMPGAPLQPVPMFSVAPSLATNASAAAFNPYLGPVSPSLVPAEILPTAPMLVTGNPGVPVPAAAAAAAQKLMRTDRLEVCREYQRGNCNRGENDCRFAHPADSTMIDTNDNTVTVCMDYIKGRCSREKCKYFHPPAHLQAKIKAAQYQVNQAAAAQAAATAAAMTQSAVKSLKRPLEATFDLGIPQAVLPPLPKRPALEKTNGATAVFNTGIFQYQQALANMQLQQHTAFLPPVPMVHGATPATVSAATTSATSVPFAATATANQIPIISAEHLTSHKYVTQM
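TR-FRET between His-tagged MBNL1 and biotin-(CUG)12 RNA, detected with Tb anti-His antibody (0.055 ng/ul) and streptavidin-XL665 (5 nM), 60 min at room temperature. Compounds titrated 92 nM to 58 uM; 665/545 nm ratio normalized to buffer and complex controls.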
TSHR antagonist: blocks TSH signaling through the human TSH receptor; TSHR-expressing cells, TSH-stimulated cAMP HTRF, 2 h; hits give low values; P16473; hit rate 0.2% among 330,000; activity change, negative = inhibition, % at 11.5 µM;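 active = activity change below a set negative limit, meaning inhibition stronger than a set level, cut at about -70% in these data; inconclusive = activity change between two set negative limits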; also: % is scaled to controls: 0 for no effect and ±100 for the full control effect
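Cell-based HTRF cAMP assay; TSHR cells + compound, TSH EC80 (4nM final), 2 h, 37 deg C. Lysis with anti-cAMP cryptate and cAMP-d2, 30 min RT, read 665/620 nm.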
CXXC DNA block: MLL CXXC-DNA interaction inhibition | Potency, µM (doses to about 115 µM), for inactives: at the highest dose activity change, negative = inhibition, usual class: inhibitors | hit rate 0.037% among 290,000 | MLL-CXXC / FITC-HOXA9 DNA fluorescence polarization; active = well fitted inhibition curve with a large enough effect in the polarisation, with a control signal flat, not every such curve was filed as active; inconclusive = small, poorly fitted or top-dose-only effect, or effect the other way, or a change in a side signal; inactive = no such curve, though single readings can be large or run the other way; the % refers to the polarisation; also: potency is read from the fitted curve at half-maximal effect
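Steps: dispense CXXC domain solution (7 uM) → pin compounds or unlabeled HOX-A9 DNA control → 5 min ambient → add FLSN-HOX-A9 solution (50 nM) → spin → 30 min ambient → fluorescence polarization. Tris pH 7.5/NaCl/DTT/BSA buffer.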
TCR activator: activates T cell receptor signaling | primary human leukocytes, anti-CD3, IL-2 HTRF, 48 h | Potency, µM (doses to about 9.22 µM), for inactives: at the highest dose activation of IL-2 secretion, actives largely listed as activators | 330,000 tested, under 10 active | AID 504894; also: % of control where 0% means no effect
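Primary human leukocytes receive a-CD3 beads and test compound and are incubated 48 hr. Secreted IL-2 is then assayed by HTRF, measuring 665nm acceptor emission after 320nm excitation of the europium donor.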
Integrin act MD: activators of alpha7 integrin expression for muscular dystrophy | alpha7betagal myoblasts, beta-gal FDG fluorescence, 48 h | Potency, µM (series often up to 38.3 µM), for the others: top-dose activation, usual class: activators | hit rate 0.064% among 350,000;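 also: potency is read from the fitted curve at half-maximal effect; 100% = response of the positive control SU9516; nearly all actives have a fitted effect of over 60% in size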
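alpha7betagal+/- myoblasts (passage 13, 250/well) treated 48 h at 37C with compounds at 1:260 dilution of DMSO stock. Lysed, then beta-galactosidase activity read as FDG fluorescence (ex 480/em 540) after 30 min, with pre-read for autofluorescence.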
PTAP TSG101 blk: blocks PTAP/TSG101 interaction to inhibit HIV-1 budding; Q99816; Fluorescence polarization, FITC-PTAP peptide / Tsg101 binding; Potency, µM (highest dose often 115 µM), inactives show at the top dose activity change, negative = inhibition, usual class: inhibitors; AID 493005; 340,000 tested, under 10 active; active = well fitted inhibition curve with a large enough effect in the main read-out, with a control signal flat, not every such curve was filed as active; inconclusive = small, poorly fitted or top-dose-only effect, or effect the other way, or a change in a side signal; inactive = no such curve, though single readings can be large or run the other way; also: potency is read from the fitted curve at half-maximal effect; % of control where 0% means no effect
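Tsg101 binding domain (10 uM final) was mixed with compound and a FITC-labeled PTAP peptide (50 nM final) in HEPES pH 7.5 buffer with NaCl, Tween 20, EDTA and TCEP; fluorescence polarization was read after 20 min at r.t.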
An asterisk follows results filed as active; u = inconclusive; x = no result given; [ ] = another dose, or the depositor's remark. Unless noted, calls follow the shape of the dose curve; as a rule, active = well fitted curve in the direction sought with a large enough effect; inconclusive = small, poorly fitted or top-dose-only effect, or another doubt; inactive = no such curve, though single readings can be large; an effect the other way counts as inactive or inconclusive. Not all compounds are listed; count on the stated rates, not on these rows.

SMILES	Mito fusion yeast	ASM inhibitor	A-T KAP1 phos	Menin MLL FP TR	MBNL1 CUG block	TSHR antagonist	CXXC DNA block	TCR activator	Integrin act MD	PTAP TSG101 blk
CCN(CC)CCOC(=O)c1ccc(N/C=C(/C#N)c2nc(-c3cc4ccccc4oc3=O)cs2)cc1	8.9µM*	-3%	0%	u	36%[activator]	-5	2%	-3%	-1%	2%
O=C(NNC(=O)c1cccc(-n2cccc2)c1)c1ccccc1	3%	0%	-2%	x	x	1	x	11%	8%	-8%
O=C(CCSCc1ccccc1F)NCc1cccnc1	9%	7%	-2%	1%	3%	-7	-1%	5%	2%	3%
Nc1c2c(nc3ccccc13)CCC2	-2%	-2%	-1%	14%	-14%	-6	-18%	1%[46.1 µM]	u	-3%
c1ccc2c(c1)[nH]c1ccccc12	x	-3%	x	x	x	x	x	19%	9%	-4%
CCOC(=O)c1c(NC(=O)c2cccs2)sc(CC)c1-c1cccs1	1%	30%	-5%	1%	-6%	-12	14%	x	-16%	x
Cc1ccc(S(=O)(=O)N(C)CC(=O)Nc2ccncc2)cc1	-3%	2%	5%	1%	2%	-4	-10%	-11%	-10%	-4%
O=C1c2cccc3cc(Br)cc(c23)C(=O)N1Nc1ccccc1	5%	-10%	-9%	7%	u	5	4%	-7%	10%	0%
CC(C)Cc1csc(NC(=O)C(C)C)c1C(=O)O	-1%	2%	3%	x	-3%	4	-1%	1%	12%	-2%
Cc1ccc2c(c1)C1CN(C)CCC1N2C(=S)NC(=O)c1ccc(Br)cc1 (centres undefined)	1%	-1%	0%	u	4%	-3	22%	1%	-64%[inhibitor]	-4%
CC12CCC(C(=O)N(CCCCN3CCN(Cc4ccccc4)CC3)C1=O)C2(C)C (centres undefined)	0%	2%	12%	x	6%	4	5%	-4%	-10%	-8%
COCc1cc(CN2CCN(Cc3ccsc3)C(CCO)C2)ccc1OC (centres undefined)	2%	0%	2%	-1%	14%	-7	0%	-3%	3%	-3%
CCN1C(=O)/C(=C2/C=CC=CN2C)SC1=S	-2%	-14%	-8%	-13%	u	-2	1%	16%	16%	1%
CCCCCC(=O)Nc1cccc(C2=NOC3(C2)C[C@H](C(N)=O)N(C(=O)CC)C3)c1 (some centres undefined)	6%	-5%	-10%	x	3%	-4	10%	7%	12%	-1%
Cc1ccc(C2=[N+]([O-])C3(CCCCC3=O)N(O)C2(C)C)cc1 (centres undefined)	-2%	2%	-8%	x	1%	10	-5%	1%	11%	-6%
COC(=O)[C@@H]1CC[C@H](C)[C@@H](c2ccc(C)cc2)N1C(=O)c1ccc(/C=N/OC[C@@H](O)COCc2ccco2)cc1	17%	x	0%	0%	-13%	-8	1%	x	x	x
Cc1ccc(S(=O)(=O)N2CCOCC2)cc1NC(=O)COC(=O)CCn1c(C)csc1=O	0%	x	49%	x	0%	-13	7%	4%	19%	-2%
CCOc1ccc(N(CC(=O)N2CCCCCC2)S(=O)(=O)c2ccc(F)cc2)cc1	1%	0%	23%	x	8%	-1	-1%	-3%	22%	-7%
CCN(/C=N/c1sc2c(c1C#N)CC(C)(C)NC2(C)C)CC	3%	0%	-3%	x	0%	6	0%	-1%	1%	-2%
COc1cccc(NC(=S)NC2CC(C)(C)NC(C)(C)C2)c1	-4%	5%	-3%	-2%	-6%	16	10%	0%[46.1 µM]	1%	0%
CCn1c(CCn2ccnc2C)n[nH]c1=S	0%	1%	7%	-8%	-4%	-3	7%	-7%	11%	-7%
COc1cc(/C=C/C(=O)OCC(=O)NCc2ccco2)ccc1OCC#N	-5%	2%	7%	42%[activator]	u	22	u	-6%	-7%	-3%
O=C(NCCc1ccccc1)C(=O)Nc1ccc2c(c1)OCCO2	5%	-3%	0%	43%[activator]	-1%	5	10%	-4%	-19%	-2%
CC[C@]1(C(=O)OC)[C@H]2C(=O)N(C)C(=O)[C@H]2[C@H]2CN=C(SCc3ccc(Cl)cc3)N21	x	8%	9%	x	x	0	x	1%[46.1 µM]	12%	-3%
CCCCn1c(N)c(N(CC(C)C)C(=O)c2cccc(S(=O)(=O)N3CCN(C(C)=O)CC3)c2)c(=O)[nH]c1=O	-5%	11%	5%	x	x	6	x	5%	23%	-2%
CCCCC1(C(=O)OCC)CC(CSC(=N)N)OC1=O (centres undefined)	4%	2%	-8%	-7%	-6%	10	-1%	-2%	-6%	-5%
Cc1oc(C(=O)O)cc1COc1ccccc1Cl	4%	3%	1%	-1%	1%	-7	-14%	5%	14%	-3%
Cc1c(C(N)=O)sc2ncn(CC(=O)N3CCC(C)CC3)c(=O)c12	-1%	-3%	1%	u	4%	11	4%	2%	0%	-4%
COc1cccc(NC(=O)N2CCN(c3nnnn3-c3ccccc3)CC2)c1	u	1%	3%	8%	-2%	-1	-3%	-3%	1%	-3%
O=C(CN1CCOCC1)Nc1ccc(Br)cc1	1%	2%	-2%	4%	-11%	-3	-3%	-3%	-16%	-6%
Cc1nccn1-c1ccc(C(F)(F)F)cc1NC=O	-1%	3%	3%	-1%	-1%	-5	-2%	0%	22%	-5%
O=C1CCCN=C(Nc2ccc(F)c(Cl)c2)S1	-2%	-2%	15%	x	-11%	17	-2%	5%	-7%	-3%
CCCOc1ccc(N2C(=O)CC(NCCCN3CCC(C(N)=O)CC3)C2=O)cc1 (centres undefined)	x	3%	x	x	x	x	x	-4%	-14%	0%
Cc1ccc(CC2CC(=O)N(c3cc(C)on3)C2=O)cc1 (centres undefined)	-6%	-1%	-1%	3%	-16%	2	-7%	8%	15%	-8%
Cc1cc2c(SCC(=O)Nc3cccc(O)c3)ncnc2s1	x	-5%	x	x	x	x	x	9%	5%	-3%
CCN1CCCC1CNC(=O)C1CCN(C(=O)c2cc3sccc3n2Cc2ccc(F)cc2)CC1 (centres undefined)	1%	2%	3%	-19%	10%	-5	11%	1%	-56%[inhibitor]	-7%
O=C(CN1CCN(c2ccccn2)CC1)Nc1cccc(C(F)(F)F)c1	2%	-2%	2%	3%	-1%	9	3%	-7%	4%	-6%
CCOc1ccc2c(c1)C(c1ccc(C)cc1)=NNC(c1ccc(C)cc1)=N2	15%	-10%	-4%	5%	8%	2	12%	2%[46.1 µM]	-38%	-4%
CCN(CC)c1ccc(/C=C/C(=O)C2C(=O)C=C(C)OC2=O)cc1 (centres undefined)	0%	39%[activator]	-2%	u	11%	-11	u	-5%	-8%	u
Cc1ccc(C(=O)N/C(=C/c2cccs2)C(=O)NCc2ccco2)cc1	-1%	8%	-1%	0%	x	4	-2%	12%[46.1 µM]	-5%	-3%
CCCN(CC(=O)Nc1ccccc1C)C(=O)c1ccc(-c2ccc([N+](=O)[O-])cc2)o1	2%	-15%	-13%	x	x	-1	x	-5%	-12%	-2%
CC(C)c1ccc(CN(C)C(=O)c2ccc(S(=O)(=O)NCc3ccco3)cc2)cc1	28%	-6%	7%	x	x	-12	x	x	-21%	-2%
Brc1ccccc1/C=N/Nc1nc2ccccc2o1	-17%	-3%	-9%	x	5%	-4	u	-2%	24%	3%
O=C(c1ccc(CNc2c(NC3CCCCC3)c(=O)c2=O)cc1)N1CCc2ccccc21	-1%	2%	9%	4%	-2%	6	-8%	-1%	3%	0%
COC(=O)c1ccc(C(=O)OC)c(NC(=O)CN2CCN(c3ccc(OC)cc3)CC2)c1	-2%	-4%	3%	-14%	2%	-12	7%	-2%	-10%	0%
CCN(CC)CCNC(=O)C(=O)NCC1OCCN1S(=O)(=O)c1cccs1 (centres undefined)	x	3%	x	x	x	x	x	-1%	23%	-8%
Cc1ccc(/C=C/C(=O)N(Cc2cccs2)C2CCS(=O)(=O)C2)cc1 (centres undefined)	-3%	-1%	-15%	x	10%	-8	-24%	1%	-1%	-1%
CCOc1ccccc1NC(=O)c1nc[nH]c1C(=O)Nc1ccccc1OCC	-3%	29%	1%	u	22%	5	-4%	-1%	5%	-5%
COc1ccc(CCNC(=O)COC(=O)c2cnc(C)cn2)cc1	-1%	3%	3%	9%	-4%	6	2%	-1%	-12%	-2%
CCC(C)NC(=O)COC(=O)Cc1sc(N)nc1-c1ccc(C)cc1 (centres undefined)	-2%	1%	5%	11%	4%	-1	17%	2%[46.1 µM]	-12%	-1%

High-throughput results deposited in PubChem by National Center for Advancing Translational Sciences (NCATS).
